From PubChem
VLA-4 inh – inhibition in a human VLA-4 binding assay | VLA-4 expressing cells, ligand binding flow cytometry | inhibition, % (about 7 µM as worked out from the volumes in the protocol) | 0.2% of 330,000 active | AID 2557; in the data active = inhibition above about 50%
GASC-1 inh – human JMJD2C demethylase inhibition; Q9H3R0; GST-JMJD2C(1-420) H3K9me3 demethylation, DELFIA europium; inhibition, % at 2.35 µM; 0.069% of 330,000 active;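 active = more than half of a compound's replicate wells show inhibition beyond 50%, single wells judged on their own value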;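 also: signal counts dimethyl H3K9 product captured on neutravidin plate; 0% = median of DMSO wells and 100% = 0.3 times that DMSO median; strong numbers were not always called active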
PP5 inh – PP5 (human) phosphatase inhibition; P53041; purified PP5c, OMFP substrate fluorescence; inhibition, % at 6.7 µM; 0.18% of 320,000 active;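 active = inhibition above the campaign's mean inhibition across all tested compounds plus 3 SD, cut at about 9.5% in these data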;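 also: 0% = DMSO only and 100% = 100 µM cantharidin control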
Target sequence (P53041 whole entry, looked up): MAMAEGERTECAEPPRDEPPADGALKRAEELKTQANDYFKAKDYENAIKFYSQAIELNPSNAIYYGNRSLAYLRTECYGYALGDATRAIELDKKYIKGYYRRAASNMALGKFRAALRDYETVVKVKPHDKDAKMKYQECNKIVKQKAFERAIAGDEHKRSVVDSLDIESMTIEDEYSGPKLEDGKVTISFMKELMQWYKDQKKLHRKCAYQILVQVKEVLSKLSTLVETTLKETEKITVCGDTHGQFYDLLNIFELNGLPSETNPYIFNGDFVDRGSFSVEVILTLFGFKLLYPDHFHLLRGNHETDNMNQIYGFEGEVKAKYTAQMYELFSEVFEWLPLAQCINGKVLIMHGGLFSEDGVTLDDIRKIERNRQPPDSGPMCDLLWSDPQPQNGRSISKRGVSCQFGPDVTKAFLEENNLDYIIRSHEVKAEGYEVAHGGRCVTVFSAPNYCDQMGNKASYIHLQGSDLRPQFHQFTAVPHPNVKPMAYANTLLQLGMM
procasp7 counter – counter-screen for procaspase-3 activators: activators of human procaspase-7 | P55210 | recombinant procaspase-7, Ac-DEVD-pNA absorbance 405 nm; D23A/D198A/D206A triple mutant, cannot self-cleave; scale: DMSO 0, 5 µM enzyme 100 | activation, % at 8.5 µM | 0.093% of 330,000 active;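 active = percent activation above the screen-wide mean plus 3 SD, cut at about 25% in these data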
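System: Procaspase-7 triple mutant (PC-7 D3A); measure: % activation from two-timepoint absorbance difference, scaled to controls; times: 1 h compound preincubation, 2 h substrate cleavage, 25 °C; also added: Ac-DEVD-pNA substrate, 400 µM as added; measured by: Epi-absorbance of released pNA at 405 nm, two timepoints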
PP1 inh – PP1-alpha (human) inhibition in PP5 counter-screen; P62136; purified PP1alpha, OMFP fluorescence; inhibition, % at 6.7 µM; 0.9% of 320,000 active;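 active = inhibition above the mean inhibition of all tested compounds plus 3 SD, computed separately for each screening campaign, cut at about 15% in these data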
Target sequence (P62136 whole entry, looked up): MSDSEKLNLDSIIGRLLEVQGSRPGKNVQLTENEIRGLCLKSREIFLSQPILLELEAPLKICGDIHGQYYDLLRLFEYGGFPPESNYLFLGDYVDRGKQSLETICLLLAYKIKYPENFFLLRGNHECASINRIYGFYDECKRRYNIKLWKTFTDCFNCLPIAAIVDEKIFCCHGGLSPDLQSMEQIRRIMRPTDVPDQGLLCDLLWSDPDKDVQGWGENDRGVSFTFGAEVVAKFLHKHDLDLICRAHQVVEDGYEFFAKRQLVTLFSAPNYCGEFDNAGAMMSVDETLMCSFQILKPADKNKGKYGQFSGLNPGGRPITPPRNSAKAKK
core dimer inh – HCV core protein dimerization inhibition | 0.33% of 300,000 active | AID 1899 | inhibition, % at 5 µM | TR-FRET GST/Flag-core106 dimerization, 1536-well;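 active = inhibition above the mean of all tested compounds plus 3 SD, set per screening campaign, cut at about 45% in these data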
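Assay system: GST-tagged and Flag-tagged HCV core protein residues 1-106 / Times: compound-protein-antibody incubation 4 h at 22.5 °C / Signal: time-resolved FRET, ex 340 nm, em 617 and 671 nm / Evaluation: % inhibition based on acceptor/donor emission ratio / Benchmarks: wells lacking GST-core106 and wells with excess unlabelled core106 / Repeats: singlicate, one well per compound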
proCasp3 act – procaspase-3 (human) activation; activation, % at 8.5 µM; P42574; 0.11% of 330,000 active; AID 463141; recombinant procaspase-3 D3A, Ac-DEVD-pNA absorbance 405 nm;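 active = activation above the mean of all tested compounds plus 3 SD, cut at about 21% in these data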;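 also: 0% = DMSO alone and 100% = DMSO wells spiked with extra 5 µM PC-3 D3A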
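assay system = Procaspase-3 D3A mutant | signal = absorbance at 405 nm, 0 and 120 min | times = 1 h preincubation plus 2 h reaction at 25 °C | repeats = single replicate | read-out = % activation between DMSO and enzyme-spiked controls | medium = Zinc-free HEPES saline buffer with Triton X-100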
CTSL1 counter – counter-screen for PFM18AAP inhibitors: inhibitors of F. hepatica cathepsin L1; recombinant F. hepatica cathepsin L1, Z-Leu-Arg-MCA fluorescence; inhibition, % at 5.96 µM; 0.49% of 300,000 active; AID 1906;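 active = inhibition above the mean of all tested compounds plus 3 SD, set per screening campaign, cut at about 17% in these data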;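 also: 0% = plate median of test compound wells and 100% = 1 µM Z-Phe-Ala-diazomethylketone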
GRK2 inh – inhibitors of human GRK2 displacing RNA aptamer. 0.59% of 330,000 active. bead flow cytometry, FAM-aptamer displacement from GRK2. inhibition of aptamer binding, % at 10 µM. P25098;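 active = inhibition of aptamer binding above 40%, roughly 3 SD of noise, on plates passing a quality check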;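 also: median bead fluorescence of bound FAM aptamer so fluorescent compounds give negative values; no value below 0 was filed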
* hit, by the source's call; x = no result given.

SMILES | VLA-4 inh | GASC-1 inh | PP5 inh | procasp7 counter | PP1 inh | core dimer inh | proCasp3 act | CTSL1 counter | GRK2 inh
Cc1ccc(C(=O)N2CCC(C(=O)c3ccc(Cl)cc3)CC2)cc1 | 3 | 6 | 2.4 | 3 | -2 | -3 | -3 | -2 | 4
COC(=O)C1=C(C)N(Cc2ccc(OC)c(OC)c2)C(=O)C1 | 5 | 5 | 2.0 | 7 | 0 | 0 | 0 | -2 | 3
Cc1cc(C)nc(SCc2cc(=O)c(OC(=O)c3cccc([N+](=O)[O-])c3)co2)n1 | 19 | 2 | 2.8 | 6 | 1 | 2 | 4 | -3 | 1
CCOC(=O)c1cc(-c2ccccc2)n(CC(=O)Nc2cc(OC)cc(OC)c2)c1C | -3 | 3 | 4.7 | 10 | -2 | 4 | 4 | 3 | 0
COc1ccc(-c2csc(Cc3nnc4n3CCCCC4)n2)cc1OC | 7 | -10 | 0.2 | 5 | -1 | 0 | 0 | -2 | 0
Cc1c(C(=O)N(Cc2ccco2)Cc2cccs2)oc2ccccc12 | 5 | -5 | 0.4 | -6 | 4 | x | -6 | x | 3
CCc1ccc(-c2nnn(CC(=O)N(C3CCCC3)C3CCS(=O)(=O)C3)n2)cc1 (stereo not drawn) | 1 | x | 0.8 | -4 | -3 | x | -11 | x | 0
OC(COc1ccc(Br)cc1)CN1CCN(c2ccccc2)CC1 (stereo not drawn) | 25 | -1 | 0.6 | -1 | 2 | 3 | 8 | 0 | 0
O=C(Nc1cccc(-c2csc(Nc3ccc(Cl)cc3)n2)c1)c1ccccc1 | 22 | -4 | 8.8 | -2 | 2 | 18 | 1 | -1 | 0
Cc1cccc(CSc2nnc(N)n2-c2ccccc2)c1 | 1 | 20 | 1.6 | 2 | -1 | -8 | 6 | -1 | 0
Cc1ccc(N(C(=O)CNC(=O)c2ccco2)C(C(=O)NCC2CCCO2)c2ccccc2)c(C)c1 (stereo not drawn) | 13 | 3 | 1.8 | 1 | -2 | 2 | 3 | 4 | 2
O=C(CCl)NNc1cccc(Cl)n1 | 0 | -11 | 3.5 | -15 | -2 | -1 | -19 | 88* | 0
CCOc1ncccc1C(=O)Nc1ccc(OC)c(S(=O)(=O)N2CCCCC2)c1 | -1 | -12 | 1.0 | 1 | -4 | 0 | 5 | -7 | 1
COCc1ccc(CN2CCC(N3CCC(C(=O)N4CCCC4)CC3)CC2)o1 | -1 | 2 | 2.9 | -1 | -3 | -5 | 6 | -2 | 0
Cc1ccc(CNC(=O)c2c(-c3ccccc3)sc3ccccc23)o1 | 14 | -2 | x | -10 | x | x | -2 | x | 2
CC(C)n1nnnc1SCC(=O)Nc1ccc2c(c1)OCO2 | 3 | -2 | 0.7 | -6 | -3 | 3 | 11 | -3 | 6
CN(Cc1c(F)cccc1Cl)C(=O)C1=CC=CN2CCS(=O)(=O)N=C12 | 5 | -1 | x | 12 | x | x | 13 | x | 0
CC(=O)OC1=C(O)C(=O)c2ccccc2C1=O | 24 | -5 | 2.5 | -23 | 4 | -28 | -1 | -1 | 2
O=C(NCc1ccccc1F)C(=O)NCC1OCCCN1S(=O)(=O)c1cccs1 (stereo not drawn) | -2 | -3 | 1.4 | 8 | -3 | 0 | 9 | -3 | 2
Cc1ccc(-c2onc(C)c2C)cc1S(=O)(=O)N1CCOc2ccccc21 | 7 | 0 | 5.3 | -4 | 1 | -2 | 2 | 0 | 0

Next part (6 carried over from the part before).
SMILES | VLA-4 inh | GASC-1 inh | PP5 inh | procasp7 counter | PP1 inh | core dimer inh | proCasp3 act | CTSL1 counter | GRK2 inh
Cc1ccc(CNC(=O)c2c(-c3ccccc3)sc3ccccc23)o1 | 14 | -2 | x | -10 | x | x | -2 | x | 2
CC(C)n1nnnc1SCC(=O)Nc1ccc2c(c1)OCO2 | 3 | -2 | 0.7 | -6 | -3 | 3 | 11 | -3 | 6
CN(Cc1c(F)cccc1Cl)C(=O)C1=CC=CN2CCS(=O)(=O)N=C12 | 5 | -1 | x | 12 | x | x | 13 | x | 0
CC(=O)OC1=C(O)C(=O)c2ccccc2C1=O | 24 | -5 | 2.5 | -23 | 4 | -28 | -1 | -1 | 2
O=C(NCc1ccccc1F)C(=O)NCC1OCCCN1S(=O)(=O)c1cccs1 (stereo not drawn) | -2 | -3 | 1.4 | 8 | -3 | 0 | 9 | -3 | 2
Cc1ccc(-c2onc(C)c2C)cc1S(=O)(=O)N1CCOc2ccccc21 | 7 | 0 | 5.3 | -4 | 1 | -2 | 2 | 0 | 0
O=C(Nc1ccccc1)c1ccccc1N=Cc1ccccc1O | 2 | 2 | 0.6 | -9 | -2 | 5 | 11 | 0 | 3
Cc1onc(-c2ccccc2Cl)c1C(=O)Nc1nc2c(s1)CCCC2 | -10 | 1 | 1.8 | -3 | 3 | 5 | -8 | -1 | 0
CCc1cc[n+](C2=C([O-])c3ccccc3C(=O)/C2=N\S(=O)(=O)c2cccs2)cc1 | -96 | -4 | 3.0 | -2 | 0 | 26 | 1 | 20* | 3
CC(=O)c1ccc(S(=O)(=O)N2CCN(C(=O)CSC(=S)N3CCCC3)CC2)cc1 | 7 | 11 | 0.8 | 11 | 7 | 15 | 0 | -2 | 0
C[n+]1ccc(C(=O)NCc2ccccc2)cc1 | -5 | -9 | 5.2 | -11 | -3 | -19 | 5 | -4 | 8
OCCC1CN(CC#Cc2ccccc2)CCN1C1CCCC1 (stereo not drawn) | 6 | 7 | -0.2 | 5 | -5 | -1 | 2 | -7 | 2
Cc1ccc(-c2nc(N/N=C/c3ccncc3)c3ccccc3n2)cc1 | 20 | -5 | 2.8 | -6 | 3 | -1 | 3 | 0 | 1
CCC(C)NS(=O)(=O)c1cc2c3c(c1)CCN3C(=O)CC2 (stereo not drawn) | 8 | -4 | 3.3 | -7 | -6 | -8 | -1 | 2 | 0
CC1(C)Cc2c(c(N3CCOCC3)nc3sc4c(NCc5ccco5)nnnc4c23)CS1 | 23 | -2 | 1.6 | -9 | 1 | 10 | -1 | 1 | 0
C[C@H]1[C@@H](OC(=O)CCC(=O)O)O[C@@H]2OC3(C)CC[C@H]4[C@H](C)CC[C@@H]1[C@@]24OO3 | 0 | 6 | -1.0 | -2 | -1 | 3 | 5 | -5 | 0
CCOc1ccc(-n2c(C)nc(O)c2N=Nc2ccccc2)cc1 | -3 | 6 | 0.0 | -11 | -2 | -1 | 1 | -2 | 0
Cc1ccc(S(=O)(=O)/N=C/c2ccc(N(C)C)cc2)cc1 | -8 | 2 | -1.6 | 4 | -2 | 15 | 5 | 3 | 3
CC1CCCCN1C(=O)CSc1nc(N)cc(=O)[nH]1 (stereo not drawn) | 0 | 6 | 2.0 | 10 | -3 | -11 | 3 | -1 | 0
CCOC(=O)N1CCN(CC(O)COC2CC(C)CC(C)(C)C2)CC1 (stereo not drawn) | 10 | 8 | 1.7 | 5 | 0 | -20 | 5 | -1 | 0
O=C1/C(=C/c2ccc(O)c([N+](=O)[O-])c2)SC(=S)N1Cc1ccccc1 | -16 | 5 | 2.1 | 2 | 2 | 5 | 7 | 2 | 3
Cc1cc(NC(=O)c2cccc([N+](=O)[O-])c2)no1 | -1 | 4 | -0.6 | 1 | -6 | -2 | -1 | -2 | 0
COc1ccc(CN2CCNC(=O)C2CC(=O)N(C)Cc2ccno2)c(F)c1 (stereo not drawn) | -17 | 7 | 2.0 | 0 | -1 | -5 | 0 | -2 | 3
CN(C)S(=O)(=O)c1cc(NC(=O)c2ccc(-n3ccnc3)c([N+](=O)[O-])c2)ccc1Cl | 5 | -7 | 3.6 | -8 | 2 | 18 | -2 | -5 | 2
CCOC(=O)CN1C(=O)S/C(=C\c2ccc(-c3cccc(C(=O)O)c3C)o2)C1=O | 0 | -24 | -2.4 | -4 | 0 | -3 | -12 | 3 | 2
CCc1ccc(NC(=O)COC(=O)/C=C/c2ccco2)cc1 | -1 | -3 | x | -8 | x | x | -1 | x | 70*
FC(F)(F)c1nc(N2CCCC2)ncc1-c1nnnn1-c1ccccc1 | -21 | 3 | 1.8 | 11 | 3 | 9 | 11 | 3 | 2
O=C(Nc1cccc(Cl)c1)Nc1cccc(Cl)c1 | 4 | 2 | 8.2 | 5 | 5 | -4 | 3 | 4 | 2
Cc1c(NC(=O)c2cccs2)cccc1C(=O)O | -17 | -16 | 0.6 | -4 | 3 | -3 | -9 | 3 | 6
COCc1c(C#N)c(NCCc2ccccc2)nc(C)c1[N+](=O)[O-] | 7 | -9 | 2.6 | -16 | -3 | -6 | -9 | 0 | 1
CC(C)CC1NC(=O)N(CC(=O)Nc2ccc3c(c2)OCCO3)C1=O (stereo not drawn) | 12 | -29 | -1.9 | 2 | -3 | x | 6 | x | 3
COc1ccc(N2CCN(C(=O)c3ccc(CS(=O)Cc4ccc(C)cc4)o3)CC2)cc1 (stereo not drawn) | 3 | -7 | 4.5 | 7 | -1 | -1 | 5 | -1 | 3
O=C(COC(=O)/C=C/c1ccc(F)cc1)Nc1cc(C(F)(F)F)ccc1N1CCOCC1 | 0 | 1 | 3.7 | 8 | 4 | 4 | -1 | 1 | 2
Cc1ccc(S(=O)(=O)CCC(=O)Nc2nc(-c3ccccn3)cs2)cc1 | -50 | -7 | 1.6 | -1 | 27* | x | 10 | x | 2
Nc1ccc(S(=O)(=O)Nc2nccc(/C=C/c3cccc(Br)c3)n2)cc1 | -1 | -41 | 1.4 | 2 | 3 | 20 | 8 | 2 | 2
COc1ccc(C(=O)N(Cc2nc(-c3ccc(C)cc3)no2)C2CCCCC2)cc1OC | 14 | 0 | 1.2 | 17 | 3 | 5 | -5 | 2 | 0
COc1ccc(C(=O)OCC(=O)Nc2ccc3[nH]c(=O)[nH]c3c2)cc1 | -6 | -4 | 2.2 | 10 | -8 | -11 | 1 | -1 | 0
COCc1cc(Sc2ccc(Br)cc2)nc(-c2ccccc2)n1 | -7 | -4 | 2.4 | -5 | -2 | -7 | -8 | 0 | 0
COc1ccc(NC(=O)CSC2=NC(=O)CC(C)=N2)cc1 | 1 | -24 | 0.1 | 5 | 0 | 6 | 0 | 1 | 0
Cc1ccc(S(=O)(=O)NCCC(=O)OCC(=O)N(Cc2ccccc2)C(C)(C)C)cc1C | 3 | -5 | 3.8 | -2 | 5 | 2 | 4 | -8 | 1
CC(C)(C)CC(=O)Nc1cc(S(=O)(=O)N2CCCCCC2)ccc1Cl | 16 | -7 | 0.1 | -7 | -2 | -1 | -2 | -2 | 0
CCCS(=O)(=O)c1nc(S(=O)(=O)c2ccc(C)cc2)c(N2CCCC(C)C2)s1 (stereo not drawn) | -6 | -23 | -0.6 | 9 | -1 | 6 | 0 | 6 | 0
CN1CCC(=C(c2ccc(Cl)cc2)c2ccccn2)CC1 | 17 | -15 | 1.4 | 4 | -6 | -5 | 7 | -6 | 0
CCOC(=O)N1CCC(NC(=O)CSCc2nc(-c3ccccc3Cl)oc2C)CC1 | 13 | -3 | 1.6 | -2 | 0 | -13 | -3 | 5 | 3
